HEK293 tox: cytotoxicity counter-screen for GLP-1 receptor inverse agonists. AID 624418. HEK293 cAMP-luciferase reporter cells, luminescence, 24 h. 0.13% of 410,000 active. Potency, µM (highest dose often 38.3 µM), for inactives: at the top dose activity change, negative = inhibition, most hits filed as inhibitors;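 also: loss of luciferase light is scored as toxicity; % is scaled to controls: 0 for no effect and ±100 for the full control effect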
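Luminescence readout: signal drop marks cytotoxicity. Plated cells grew 12 h at 37 °C, 5% CO2, received 23 nL compound for 24 h, then got luciferase reagent, read after 12 min at RT.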
TDP-43 yeast inh: TDP-43 toxicity inhibition in yeast. TDP-43 expressing yeast growth rescue, BacTiter-Glo, 24 h. Potency, µM (highest dose often 46.1 µM), inactives show at the top dose growth rescue (activation), hits mostly activators. 1.8% of 410,000 active; also: % of control where 0% means no effect; nearly all actives have a fitted effect of over 50% in size
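Cell-based yeast growth screen: TDP-43 expression induced in galactose, inoculum OD600=0.02 after raffinose pregrowth to mid-log. Read-out BacTiter-Glo luminescence at 24 hr, 30 deg C; inhibition of toxicity seen as signal increase.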
KB-V1 cytotox: KB-V1 MDR subline cytotoxicity; Potency, µM (highest dose often 46.1 µM), for inactives: top-dose activity change, negative = cytotoxicity, usual class: cytotoxic; KB-V1 MDR cells viability, CellTiter-Glo, 72 h; 3.4% of 400,000 active; also: % is scaled to controls: 0 for no effect and ±100 for the full control effect; nearly all actives have a fitted effect of over 60% in size
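Readout: CellTiter-Glo luminescence, 10 min after addition. Cells: KB-V1 MDR subline, 72 h at 37 degrees C with compound. Analysis: corrected, normalized data fitted to concentration-effect curves.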
GLP1R inv ag: GLP-1 receptor (human) inverse agonism | HEK293 GLP-1R CRE-luciferase, luminescence, 24 h; GLP-1R form is constitutively active | P43220 | Potency, µM (highest dose often 38.3 µM), for the others: at the highest dose activity change, negative = inhibition, hits mostly inhibitors | 1.6% of 410,000 active | AID 624417; also: % is scaled to controls: 0 for no effect and ±100 for the full control effect; nearly all actives have a fitted effect of over 55% in size
Target sequence (P43220 whole entry, looked up): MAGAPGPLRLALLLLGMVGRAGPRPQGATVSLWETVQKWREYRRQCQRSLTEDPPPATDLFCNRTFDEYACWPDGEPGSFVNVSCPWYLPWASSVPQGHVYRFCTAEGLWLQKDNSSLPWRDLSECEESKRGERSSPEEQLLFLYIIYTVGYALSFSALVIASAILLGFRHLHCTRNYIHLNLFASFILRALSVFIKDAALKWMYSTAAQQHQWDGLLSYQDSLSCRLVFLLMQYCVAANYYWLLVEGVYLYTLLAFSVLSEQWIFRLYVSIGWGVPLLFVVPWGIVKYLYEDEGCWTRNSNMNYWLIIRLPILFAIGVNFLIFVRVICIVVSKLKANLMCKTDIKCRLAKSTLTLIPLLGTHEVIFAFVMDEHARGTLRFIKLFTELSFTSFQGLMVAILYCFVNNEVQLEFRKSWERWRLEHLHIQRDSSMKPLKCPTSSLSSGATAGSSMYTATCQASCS
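Inverse agonists were sought by their lowering of basal cAMP reporter luciferase output in HEK293 cells stably carrying constitutively active human GLP-1R, after 24 h compound treatment.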
GLP-1R agonist: agonists of human GLP-1 receptor | P43220 | HEK293 GLP-1R CRE-luciferase, luminescence, 4-6 h; cells express a hypersensitive GLP-1R form | Potency, µM (doses to about 45.6 µM), without a hit: at the highest dose activation, hits mostly activators | 0.007% of 380,000 active | AID 624172; also: % of control where 0% means no effect
HT1080 IDH1KD tx: kills HT-1080 cells with IDH1 knockdown. HT-1080 IDH1 knockdown viability, ATP luminescence, 48 h. Potency, µM (titrated, usually from 46.1 µM), for inactives: top-dose activity, negative = toxicity, most hits filed as cytotoxic. 2% of 360,000 active;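 also: 0% = DMSO wells and -100% = cell-free medium wells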
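Using the IDH1-knockdown HT-1080 line run in the same batch and compound series as the NT line, viability after 48 h at 37 °C was determined by CellTiter-Glo luminescence and expressed as % activity.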
SW480 rereplic: inducers of DNA re-replication in SW480 colon cancer cells; SW480 DNA re-replication, Hoechst DNA content imaging, 48 h; Potency, µM (highest dose often 46.1 µM), for inactives: at the highest dose re-replication activation, usual class: activators; 1.8% of 340,000 active; also: % of control where 0% means no effect; nearly all actives have a fitted effect of over 55% in size
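Cells (250 per well) received 23 nL compound or DMSO by pin tool and were kept 48 hr at 37 C, 5% CO2. Nuclei were then stained with Hoechst for 40 min and scanned for DNA content.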
KB-3-1 cytotox: KB-3-1 parental cell cytotoxicity; KB-3-1 viability, CellTiter-Glo ATP luminescence, 72 h; Potency, µM (doses to about 46.1 µM), inactives show at the top dose activity change, negative = cytotoxic, usual class: cytotoxic; 1.4% of 400,000 active; also: % is scaled to controls: 0 for no effect and ±100 for the full control effect; nearly all actives have a fitted effect of over 60% in size
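Parental KB-3-1 adenocarcinoma cells in phenol-red-free DMEM with 10% FBS were pin-treated with compounds at several concentrations, incubated 72 h at 37 °C, and viability read by CellTiter-Glo luminescence; concentration-effect curves were fitted after normalization.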
HT1080-NT tox: kills 2HG-producing HT-1080-NT fibrosarcoma cells | HT-1080-NT fibrosarcoma viability, CellTiter-Glo ATP luminescence, 48 h | Potency, µM (series often up to 46.1 µM), for inactives: at the top dose activity, negative = less viability, hits mostly cytotoxic | 1.6% of 360,000 active | AID 686970;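 also: NT is the 2HG producing partner of a matched IDH1 knockdown line; 0% = DMSO-treated cells and -100% = media-only wells without cells; nearly all actives have a fitted effect of over 55% in size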
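Read-out is CellTiter-Glo luminescence after 10 minutes at room temperature, following 48 hours' compound treatment of HT-1080-NT cells (750 cells/well, RPMI, 5% FBS, 37 degrees C).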
Starred values were filed as active, the others as inactive; ? = inconclusive; . = not tested or not shown; & = joins results of further samples; [ ] = remark or other dose. Calls follow the shape of the dose curve; as a rule, active = well fitted curve in the direction sought with a large enough effect; inconclusive = small, poorly fitted or top-dose-only effect, or another doubt; inactive = no such curve, though single readings can be large; an effect the other way counts as inactive or inconclusive. Potency is read from the fitted curve at half-maximal effect.

SMILES	HEK293 tox	TDP-43 yeast inh	KB-V1 cytotox	GLP1R inv ag	GLP-1R agonist	HT1080 IDH1KD tx	SW480 rereplic	KB-3-1 cytotox	HT1080-NT tox
O=[N+]([O-])c1ccc(COP(=O)(O)OCc2ccc([N+](=O)[O-])cc2)cc1	-2.4%&-0.8%	14.8%&20.5%	?	7.1%&15.1%	-5.6%&2.7%	-0.3%&10.9%	-14.9%	1.6%&0.0%	0.3%&20.3%
CCC(C)NC(=O)c1cc2c(=O)[nH]c3ccc(C)cc3c2s1 (stereo not given)	-2.6%	0.7%	0.3%	-8.8%	16.6%	10.8%	-1.0%	4.9%	9.2%
Cn1ccc(-c2ccccc2)n1	4.3%	26.5%	19.7%	2.3%	4.6%	5.6%	-8.7%	6.7%	13.5%
CC(C)COc1nc2ccccc2nc1C(C#N)C(=O)NC1CCCCC1 (stereo not given)	32.8%[activator]	17.5%	7.0%	?	-13.7%	8.5%	1.7%	5.9%	10.3%
COc1ccc(C2=NOC(C(=O)Nc3c(C)n(C)n(-c4ccccc4)c3=O)C2)cc1OC (stereo not given)	0.0%	22.8%	1.1%	3.3%	3.3%	2.9%	-13.3%	9.6%	0.3%
CC(NC1CCCC1)C(=O)Nc1ccccc1-c1ccccc1 (stereo not given)	15.5%	-0.5%	11.6µM*	-27.4%	-1.2%	0.1%	-0.7%	0.2%	4.2%
CCCNC(=O)C1(C)CCN(Cc2ccc(OCc3ccccc3)cc2)C1 (stereo not given)	-9.5%	?	?	?	23.9%	-6.1%	.	-4.3%	-28.0%
CC(=O)N1c2ccccc2C(=O)C1N1CCN(c2cc(Cl)ccc2C)CC1 (stereo not given)	-6.0%	-13.4%	1.8%	?	.	.	.	0.6%	.
CCCCc1ccc(-c2nn[nH]n2)nc1	2.0%	14.5%	-16.8%	12.4%	-0.4%	-24.4%	.	-4.3%	-3.9%
Cn1c2c(sc1=O)CCC2	-4.3%	-17.0%	?	10.2%	-1.8%	13.1%	-20.9%	?	18.5%
O=C(CSc1ncnc2ccccc12)Nc1ccc2c(c1)OCO2	-20.5%	25.1%	8.4%	-19.6%	10.2%	-4.4%	0.1%	-11.6%	-11.4%
COc1ccc(Cl)cc1/C=C(\C#N)C(N)=O	5.2%	7.9%	-6.8%	-12.8%	1.0%	2.8%	-0.5%	-3.6%	1.6%
COc1ccc(Nc2nc(Nc3ccc(OC)cc3)nc(-n3[nH]c(=O)c(C)c3C)n2)cc1	?	-4.6%	1.16µM*	?	2.3%	?	13.4%	-4.5%	?
Fc1ccccc1N1CCN(c2nnnn2-c2ccccc2)CC1	-13.7%	5.2%	-15.2%	6.6%	10.8%	-4.6%	-15.7%	-17.8%	-0.8%
O=C(Nc1ccncc1)Nc1cccc(Cl)c1	12.9%	9.2%	-2.1%	?	-3.8%	-0.4%	-14.6%	3.8%	-4.0%

Structural class, the compounds so far containing an aryl methoxy group (3)
SMILES	HEK293 tox	TDP-43 yeast inh	KB-V1 cytotox	GLP1R inv ag	GLP-1R agonist	HT1080 IDH1KD tx	SW480 rereplic	KB-3-1 cytotox	HT1080-NT tox
COc1ccc(C2=NOC(C(=O)Nc3c(C)n(C)n(-c4ccccc4)c3=O)C2)cc1OC (stereo not given)	0.0%	22.8%	1.1%	3.3%	3.3%	2.9%	-13.3%	9.6%	0.3%
COc1ccc(Cl)cc1/C=C(\C#N)C(N)=O	5.2%	7.9%	-6.8%	-12.8%	1.0%	2.8%	-0.5%	-3.6%	1.6%
COc1ccc(Nc2nc(Nc3ccc(OC)cc3)nc(-n3[nH]c(=O)c(C)c3C)n2)cc1	?	-4.6%	1.16µM*	?	2.3%	?	13.4%	-4.5%	?

(more compounds)
SMILES	HEK293 tox	TDP-43 yeast inh	KB-V1 cytotox	GLP1R inv ag	GLP-1R agonist	HT1080 IDH1KD tx	SW480 rereplic	KB-3-1 cytotox	HT1080-NT tox
O=CNc1cc(-c2cccc(F)c2)cn2c(-c3ccc(F)cc3)cnc12	-9.0%	17.8µM*	?	19.5%	10.6%	18.0%	.	-26.8%	0.5%
COc1ccc(C2CC(c3cccs3)Nc3nnnn32)cc1 (stereo not given)	-3.2%	10.8%	-10.9%	35.6%[activator]	7.2%	8.7%	-2.2%	-1.3%	12.1%
Cc1nc(Nc2cccc(O)c2)c2oc3ccccc3c2n1	-20.1%	6.9%	-6.2%	0.2%	14.1%	-5.0%	-7.9%	1.0%	5.9%
CCC(=O)NNc1nc2c(F)cccc2s1	7.1%	2.2%	?	9.6%	5.1%	2.1%	-0.3%	3.4%	4.6%
COC(=O)CSc1nnc(CNC(=O)c2ccc(S(=O)(=O)N(C)C)cc2)n1C	10.8%	-5.3%[0.397 µM]	4.3%	17.9%	2.5%	19.2%	-2.4%	-1.6%	14.6%
O=C(N/N=C/c1c[nH]c2ccccc12)c1cc(-c2ccc(-c3ccccc3)cc2)n[nH]1	-25.8%	-23.0%	16.4µM*	?	-8.4%	12.6µM*	?	?	?
COc1cc(C(=O)Nc2nnc(CC(C)(C)C)s2)c([N+](=O)[O-])cc1OC	8.4%	15.0%	20.6µM*	9.5%	2.7%	0.8%	12.0%	0.0%	-1.0%
CCOc1ncccc1C(=O)Nc1ccc2c(C)cc(=O)oc2c1	2.6%	16.0%	4.1%	26.1%	3.0%	18.8%	-1.0%	26.1%	15.5%
O=C(NCc1ccco1)c1cc2nc(-c3ccc4c(c3)OCO4)cc(C(F)(F)F)n2n1	349.0%[activator]	2.7%	-9.5%	63.5%[activator]	4.5%	-1.7%	?	1.7%	1.7%
CN(C)c1nc(N(C)C)nc(N(C#N)Cc2ccc(Cl)cc2)n1	35.0%[activator]	18.0%	-2.1%	-25.2%	-2.9%	14.1%	2.2%	-6.3%	7.4%
O=C1/C(=C\c2cc([N+](=O)[O-])ccc2O)SC(=S)N1Cc1ccc(Cl)cc1	?	-6.2%	23.1µM*	?	-5.0%	23.1µM*	-8.3%	?	23.1µM*
C=CCn1c(SCC(=O)N2c3ccccc3Sc3ccccc32)nnc1-c1ccco1	?	11.9%	?	?	17.0%	-15.1%	-12.6%	-1.4%	-8.6%
S=C(NCCc1ccccn1)Nc1ccc(Cl)c(Cl)c1	-21.8%	0.0%	23.1µM*	5.0%	0.7%	9.8%	-0.8%	-9.3%	16.4%
O=C(OCc1cc(=O)n2nc(C3CC3)sc2n1)c1cccc(NC(=O)c2ccccc2Cl)c1	-13.8%	14.8%	?	0.4%	.	.	.	2.0%	.
CC1CCCCN1CC(O)COc1ccc(OCC(O)CN2CCCCC2C)cc1 (stereo not given)	?	-1.8%	?	?	7.5%	-13.8%	1.7%	-4.5%	-6.9%
CN(C)S(=O)(=O)c1ccc(NC(=O)COC(=O)c2ccccn2)cc1	19.7%	4.6%	5.2%	7.8%	7.2%	16.2%	-1.5%	15.1%	0.5%
CCc1cc2cc(C)ccc2nc1SCC(=O)N1CC(=O)Nc2ccccc21	?	4.3%	?	?	18.6%	?	10.1%	?	?
Clc1cccc(Cl)c1-c1nnc2ccc(N3CCOCC3)nn12	12.5%	-19.2%	?	85.7%[activator]	12.7%	?	8.1%	-11.0%	-12.9%
COc1ccc(-c2c([C@H]3[C@@H]4C=CCC[C@@]4(C)C(=O)N3Cc3ccccc3)ccc3ccccc23)cc1OC	-4.8%	-12.0%	?	?	7.7%	?	24.8%[9.22 µM]	?	?
NC(=O)c1ccc(NC(=O)COC(=O)CC(NC(=O)c2ccccc2Cl)c2ccccc2)cc1 (stereo not given)	-3.0%	-5.1%	3.4%	0.7%	10.1%	16.4%	-4.4%	15.2%	-6.5%
Cc1cccc(NS(=O)(=O)c2ccc3c(c2)NC(=O)CO3)c1C	-14.4%	0.6%	1.5%	-6.1%	-6.7%	0.0%	14.0%	-8.2%	-2.5%
CC(C)C(N)c1csc(NC(=O)Nc2ccc(OC(F)(F)F)cc2)n1 (stereo not given)	?	?	-20.2%	?	-1.0%	20.6µM*	.	?	8.2µM*
CCCNC(=O)C1(C)CCCN(C(=O)c2ccc(F)c(Cl)c2)C1 (stereo not given)	5.0%	4.7%	3.6%	12.8%	0.0%	5.8%	.	0.0%	26.8%
O=C(NCc1cccnc1)C(=O)Nc1ccc2c(c1)OCO2	0.9%	15.7%[9.22 µM]	-3.2%	14.0%	0.8%	-4.5%	-6.5%	14.6%	-1.3%
CNC(=O)C1CCC(=O)N1Cc1ccc(C)cc1 (stereo not given)	-11.2%	-1.8%	0.0%	10.8%	2.2%	24.0%	-1.8%	14.6%	21.0%
CCOP(=O)(OCC)C(Nc1cccc(C(F)(F)F)c1)c1ccc(F)cc1 (stereo not given)	-34.1%	3.9%	0.0%	?	-2.1%	-6.5%	-1.0%	2.4%	-0.6%
COc1ccc(CN2CCN(CC=C(C)C)C(CCO)C2)cc1Cn1cccn1 (stereo not given)	6.4%	1.2%	-12.8%	11.3%	13.5%	9.4%	?	-5.4%	-1.2%
Cc1ccc(OCC(=O)NNC(=O)CCc2ccccc2)cc1	15.0%	-22.4%	17.7%	5.1%	-5.2%	7.2%	14.9%	-10.7%	17.9%
O=C(CCN=C1NS(=O)(=O)c2ccccc21)OCC(=O)c1ccccc1Cl	17.9%	28.4%	?	7.4%	-1.5%	10.0%	1.7%	-1.3%	9.9%
Cc1cccc(S(=O)(=O)NC(Cc2c[nH]c3ccccc23)C(=O)O)c1 (stereo not given)	-11.7%	-20.9%	10.1%	-4.6%	-1.4%	10.6%	-9.0%	3.6%	11.1%
Cn1c(SCC(=O)NCc2ccco2)nnc1-c1ccc(S(=O)(=O)N2CCOCC2)cc1	8.5%	-17.8%	5.3%	7.2%	-4.0%	5.8%	-5.3%	4.0%	-6.0%
